# ERp5 block: blocks human ERp5 reductase activity on insulin; Q15084; ERp5 insulin aggregation, absorbance 650 nm, 90 min; inhibition, % at 9.99 µM; 0.05% of 350,000 active;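 active = mean replicate inhibition above about 25%, with every replicate also reaching it, limit read from the data, passing the limit was not always enough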
# Target sequence (Q15084 whole entry, looked up): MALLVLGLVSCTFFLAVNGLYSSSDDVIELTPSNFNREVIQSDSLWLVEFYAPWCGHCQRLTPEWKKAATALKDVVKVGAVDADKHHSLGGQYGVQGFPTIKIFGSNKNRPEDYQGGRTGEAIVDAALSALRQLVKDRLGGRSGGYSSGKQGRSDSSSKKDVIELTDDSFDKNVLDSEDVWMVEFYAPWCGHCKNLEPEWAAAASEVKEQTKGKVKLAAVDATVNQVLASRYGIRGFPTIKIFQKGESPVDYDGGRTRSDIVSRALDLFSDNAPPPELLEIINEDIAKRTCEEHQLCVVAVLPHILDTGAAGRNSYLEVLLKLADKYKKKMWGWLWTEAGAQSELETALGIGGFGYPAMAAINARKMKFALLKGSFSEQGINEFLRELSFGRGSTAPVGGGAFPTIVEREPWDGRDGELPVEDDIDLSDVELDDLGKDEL
# ARNT-TACC3 inh: disruptors of human ARNT/TACC3 interaction; inhibition, % at 9.99 µM; 0.66% of 390,000 active; AlphaScreen His-ARNT PAS-B/GST-TACC3 binding, luminescence; TACC3 fragment carries E629A point mutation;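 active = mean inhibition of replicates at least 50% and at least half of replicates each reaching 50%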;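 note: 0% = complete ARNT plus TACC3 wells and 100% = ARNT alone without TACC3; many hits fall short of the cut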
# * = called active by the depositor; . = no result given. A portion of the library; the hit share may differ from the screen's.
SMILES,ERp5 block,ARNT-TACC3 inh
Cc1ccc(C)c(NC(=O)Cn2nc(-c3ccccc3)nc2-c2ccccc2)c1,.,-3
COc1ccc(NC(=O)COC(=O)CNS(=O)(=O)c2ccc(F)c(F)c2F)cc1OC,.,-4
Cc1ccccc1CNC(=O)c1ccc(Cl)c([N+](=O)[O-])c1,.,3
COCCNC(=S)N/N=C(\C)c1ccc(C)c([N+](=O)[O-])c1,.,-3
Oc1ccc2ccccc2c1/C=N/c1nccs1,.,-7
Cn1c(SCC(=O)N2CCc3ccccc32)nnc1-c1ccc(S(=O)(=O)N2CCCC2)cc1,.,-2
O=C(Nc1ccn(Cc2ccccc2)n1)c1cccc(Cn2cc([N+](=O)[O-])cn2)c1,.,-37
Cc1c(C(=O)NCCCN2CCOCC2)oc2c1C1(CCC2)SCCS1,.,0
CCCCNC(=O)CSc1nc2ccccc2n1S(=O)(=O)c1ccc(Br)cc1,.,-1
CC(C)N(C(=O)Cn1c(SCC(=O)Nc2nccs2)nc2ccccc21)C(C)C,.,-2

# Compound profiles (already shown):
# Results for Oc1ccc2ccccc2c1/C=N/c1nccs1 → ERp5 block = .; ARNT-TACC3 inh = -7
# Results for Cc1c(C(=O)NCCCN2CCOCC2)oc2c1C1(CCC2)SCCS1 → ERp5 block = .; ARNT-TACC3 inh = 0

# (further entries)
SMILES,ERp5 block,ARNT-TACC3 inh
COc1cc(NC(=O)c2cccc(C)c2)c(Cl)cc1[N+](=O)[O-],.,2
O=c1[nH]c2ccc(Cl)cc2c(-c2ccccc2)c1N1CCN(CCO)CC1,.,1
COc1cc(OC)c(NC(=O)c2cccc(F)c2)cc1Cl,.,-3
Fc1ccc(CNC(=S)Nc2ccc(Cl)cc2Cl)cc1,.,1
O=C(N/N=C1\CCc2ccccc21)c1ccccc1O,.,10
CN(C)CCNC(=O)/C(=C/c1ccc(-c2ccc(Cl)cc2Cl)o1)NC(=O)c1ccccc1,.,14
COc1ccc2c(CC(=O)NC3CCCc4ccccc43)coc2c1 (stereo not drawn),.,1
CCc1cccc(NC(=O)Cc2ccc([N+](=O)[O-])cc2)c1,.,-5
Cc1cccc(NC(=S)N(CCc2nc3cc(C)c(C)cc3[nH]2)Cc2cccnc2)c1,.,-1
C/C(CC(=O)NC1CCCC1)=N\NC(=O)c1ccc([N+](=O)[O-])c(Cl)c1,.,8
C/C(=N\NC(=O)c1ccc(CSc2nc(C)cc(C)n2)cc1)C1CCCCC1,.,-6
O=C(Nc1cnccn1)C1c2ccccc2Oc2ccccc21,.,-8
COc1ccc(/C=C2\SC(=O)N(CCC(=O)Nc3ccccc3)C2=O)cc1OC,.,-2
O=S(=O)(Nc1ccc(O)c(Sc2nc3ccccc3s2)c1)c1ccc(F)cc1,.,-3
Cc1cccc2cc(CN(Cc3cccs3)Cc3nnnn3Cc3ccccc3)c(=O)[nH]c12,.,-2
CCc1cccc(CC)c1NC(=O)COn1nnc2ccc(C(F)(F)F)cc21,.,0
COc1ccc(/C=N/NC(=O)CSc2ccccc2)cc1OC,.,0
COc1ccccc1N1CCN(c2nc3c(C)cccn3c(=O)c2C=O)CC1,.,2
CC1=NN(C(=O)Cc2ccccc2)C(O)(c2cccnc2)C1 (stereo not drawn),.,1
COCCn1c(C)cc(C(=O)COC(=O)c2ccc[nH]c2=O)c1C,.,-16

# Structures shown so far containing an aryl thioether with sulfur outside any ring:
SMILES,ERp5 block,ARNT-TACC3 inh
Cn1c(SCC(=O)N2CCc3ccccc32)nnc1-c1ccc(S(=O)(=O)N2CCCC2)cc1,.,-2
CCCCNC(=O)CSc1nc2ccccc2n1S(=O)(=O)c1ccc(Br)cc1,.,-1
CC(C)N(C(=O)Cn1c(SCC(=O)Nc2nccs2)nc2ccccc21)C(C)C,.,-2
C/C(=N\NC(=O)c1ccc(CSc2nc(C)cc(C)n2)cc1)C1CCCCC1,.,-6
O=S(=O)(Nc1ccc(O)c(Sc2nc3ccccc3s2)c1)c1ccc(F)cc1,.,-3
COc1ccc(/C=N/NC(=O)CSc2ccccc2)cc1OC,.,0

# Next part
SMILES,ERp5 block,ARNT-TACC3 inh
O=C(NNC(=O)C1CC2CCC1C2)c1sc2ccccc2c1Cl (stereo not drawn),.,1
Cc1ccc(C(=O)NC2(C(F)(F)F)NC(=O)N(c3ccc(Cl)cc3)C2=O)cc1 (stereo not drawn),.,-9
CC(C)=NOc1cc(NC(=O)CCl)cc([N+](=O)[O-])c1,.,-12
C=C(C)c1cccc(C(C)(C)NC(=O)Nc2ccc(Cl)cn2)c1,.,2
Cc1cc(-n2c(C)cc(C(=O)CSc3nnnn3-c3ccc(Cl)cc3)c2C)no1,.,1
COCCn1c(=NC(C)=O)sc2cc([N+](=O)[O-])ccc21,.,7
Cc1ccc(OCC(=O)N2CCN(S(=O)(=O)c3ccc(Cl)cc3)CC2)c([N+](=O)[O-])n1,.,-2
CCCNC(=O)COC(=O)c1cc2c(=O)n3ccccc3nc2s1,.,-6
COc1ccccc1C1C(C(C)=O)=C(O)C(=O)N1CCc1ccccc1 (stereo not drawn),.,12
NNC(=O)CC12CC3CC(C1)CC(n1ncnn1)(C3)C2,.,4
Cc1ccccc1OCC1Cn2c(nc3c2c(=O)[nH]c(=O)n3C)O1 (stereo not drawn),.,-2
Cc1ccccc1OCC(=O)N/N=C/c1ccncc1,.,-3
CCc1cc2c(cc3c(=O)n(CC(=O)NCCCN(CC)CC)nc(CC)n32)s1,.,-4
CC(/C=C/c1ccccc1)=N/NC(=O)CCC(=O)Nc1ccccc1C,.,-2
CC(C)(C)n1nnnc1C(c1cc2cc3c(cc2[nH]c1=O)OCCO3)N1CCSCC1 (stereo not drawn),.,-3
CCOC(=O)CNC(=O)Cn1cnc2sc(C)c(S(=O)(=O)N3CCC(C)CC3)c2c1=O,.,-5
COc1ccccc1NC(=O)Cc1nc(CCl)cs1,.,16
COc1ccc(CN(C(=O)CN2C(=O)c3ccccc3S2(=O)=O)C(C(=O)NCC2CCCO2)c2ccncc2)cc1 (stereo not drawn),.,-2
CC1(CCc2ccccc2)NC(=S)N(c2ccc(Cl)cc2)N1 (stereo not drawn),.,-35
CC(C)OP(=O)(OC(C)C)C(O)c1ccc2c(c1)OCO2 (stereo not drawn),.,0
COc1ccc(C(NC(=O)N2CC(C)OC(C)C2)C(Cl)(Cl)Cl)cc1F (stereo not drawn),.,0
CC(Nc1cc(N2CCN(S(C)(=O)=O)CC2)ccc1[N+](=O)[O-])c1ccccc1 (stereo not drawn),.,3
COc1cc(CNCc2ccccn2)ccc1OCC(=O)NC1CCCCC1,.,47*
O=c1c2ccc(Cl)cc2[nH]c(=S)n1CCC1=CCCCC1,.,-6
C/C(=N\NC(=O)c1ccccc1F)c1ccc2c(c1)Nc1ccccc1S2,.,-2
CCCCn1c(SCC(=O)c2ccc(O)c(O)c2)nc2ccsc2c1=O,.,-4
CC(C)(C#CCN1CCCCC1)OCCOC(c1ccccc1)c1ccccc1,.,1
COc1ccc(OCCOC(=O)c2[nH]c(C)c(C(C)=O)c2C)cc1,.,1
CCCN(CCC)CCNC(=O)C(NS(=O)(=O)c1ccc2c(c1)CCC(=O)N2)c1ccccc1 (stereo not drawn),.,6
Cc1cccc(OCCNC(=S)NC(=O)c2cccnc2)c1,.,1
CNC(=S)N/N=C/c1ccccc1Cl,.,-10
Nn1c(SC/C=C/c2ccccc2)nnc1-c1ccncc1,.,-19
CC1CC(=O)Nc2ccc([N+](=O)[O-])cc2N1C (stereo not drawn),.,-2
CCCCN(Cc1cc2ccccc2[nH]c1=O)S(C)(=O)=O,.,-7
Cc1cc(C)n(-c2ccc(C(=O)Nc3cc(S(=O)(=O)N(C)C)ccc3Cl)cc2)n1,.,-7
COc1ccc(-c2csc(N3C(=O)C4C5c6ccccc6C(c6ccccc65)C4C3=O)n2)cc1 (stereo not drawn),.,-11
COC(=O)c1cccc(COC(=O)c2ccccc2NC(=O)c2ccco2)c1,.,8
CC(C)c1ccccc1NC(=S)NC1CCN(Cc2ccccc2)CC1,.,0
COc1ccc2nc(/N=C(\N)NC(=O)Nc3ccccc3)nc(C)c2c1,.,-8
CNc1ccccc1C(C)(C)c1cc(C)[nH]n1,.,-4

# Reprinted at random: six compounds from above.
SMILES,ERp5 block,ARNT-TACC3 inh
Nn1c(SC/C=C/c2ccccc2)nnc1-c1ccncc1,.,-19
Cc1cc(C)n(-c2ccc(C(=O)Nc3cc(S(=O)(=O)N(C)C)ccc3Cl)cc2)n1,.,-7
CNc1ccccc1C(C)(C)c1cc(C)[nH]n1,.,-4
COC(=O)c1cccc(COC(=O)c2ccccc2NC(=O)c2ccco2)c1,.,8
COc1ccc2nc(/N=C(\N)NC(=O)Nc3ccccc3)nc(C)c2c1,.,-8
COc1ccc(-c2csc(N3C(=O)C4C5c6ccccc6C(c6ccccc65)C4C3=O)n2)cc1 (stereo not drawn),.,-11

# More entries
SMILES,ERp5 block,ARNT-TACC3 inh
COc1cc(/C=N/NC(=O)C(=O)NCC2CCCO2)ccc1O (stereo not drawn),.,-2
O=C(N/N=C/c1c[nH]c2ccc(Br)cc12)c1ccncc1,.,-13
Nc1c(C(=O)OCC2CCCO2)c2nc3ccccc3nc2n1C1CCCC1 (stereo not drawn),.,-6
O=C(Cc1ccccc1)NCC(=O)OCC(=O)c1ccc([N+](=O)[O-])cc1,.,-3
Cc1ccc(-c2nnc(Oc3ccc(NC(=O)c4ccccc4)cc3)c3ccccc23)cc1,.,3
CC(C)(C)c1ccc(C(=O)NCc2cccnc2)cc1,.,-10
CN1C(=O)CC(Nc2cccc3cccc(N)c23)C1=O (stereo not drawn),.,7
CCc1nccn1S(=O)(=O)c1cccc([N+](=O)[O-])c1,.,-20
CCNS(=O)(=O)c1cc(OC)c(Cl)cc1OC,.,3
Cc1cccc2cc(CN(Cc3cccs3)C(=S)NCC3CCCO3)c(=O)[nH]c12 (stereo not drawn),.,-2
Cc1cnc(NC(=O)CSc2nnc(CNc3ccc(F)cc3)n2CC2CCCO2)s1 (stereo not drawn),.,-2
CC(=O)Nc1cc(ON=C(C)C)cc([N+](=O)[O-])c1,.,1
COc1ccccc1CNC(=O)C/C(C)=N/NC(=O)Cc1ccccc1,.,1
CCC1=Nc2cc(C(=O)NCc3ccco3)ccc2Sc2ccc(Cl)cc21,.,-8
CN(C)/C=C/C(=O)c1ccccc1F,.,3
CCN(CC)C(=O)Oc1ccc2cc(Br)ccc2c1,.,-7
Cc1ccc(Nc2nc(N)nc(-c3oc4ccccc4c3C)n2)cc1,.,-3
COc1ccc(OC)c(C(=O)c2ccc(C(=O)Nc3ccc4ccccc4c3)cc2)c1,.,-4
Cc1no[n+]([O-])c1COc1cccc(/C=C2\N=C(c3ccccc3)OC2=O)c1,.,-7
c1ccc(OCCOCCN2CCOCC2)cc1,.,5
C/C(=N/Nc1nc(-c2ccccc2)cc(-c2ccc(F)cc2)n1)c1cccc(N)c1,.,4
Cc1ccc(CNC(=O)CCc2c(C)nc3ncnn3c2C)cc1,.,-2
CC(C)C(=O)Nc1nnc(SCC(=O)NCc2ccco2)s1,.,-8
O=[N+]([O-])c1ccccc1/C=N/n1c(C2CCCCC2)n[nH]c1=S,.,3
Cc1ccc(C)c(S(=O)(=O)N2CCCOC2CNC(=O)C(=O)NCc2ccco2)c1 (stereo not drawn),.,-3
COC1=C(Nc2ccccc2)C(=O)c2ccccc2C1=O,.,46*
COc1ccc(C(=O)COC(=O)C(CCCCN2C(=O)C3C4C=CC(C4)C3C2=O)N2C(=O)C3C4C=CC(C4)C3C2=O)cc1 (stereo not drawn),.,9
CCC(C)NC(=S)Nc1ccccc1OC (stereo not drawn),.,0
COc1cccc(/C=N/n2c(=S)n(C)c3ccccc32)c1OC,.,1
CCOCCn1c(=NC(=O)/C=C/c2ccccc2Cl)sc2cc(NC(C)=O)ccc21,.,-8
Cc1ccc(C)c(NC(=S)NCCSc2ccc(Cl)cc2)c1,.,-1
CSc1ccc(CN(C)CC(=O)Nc2ccc(C)cc2Br)cc1,.,-1
CC(=O)Nc1ccc(S(=O)(=O)Oc2ccc(C(=S)N3CCCCC3)cc2)cc1,.,0
CCOc1ccccc1N1CCN(C(=S)NCc2ccco2)CC1,.,6
CCOC(=O)c1cc(NC(=O)c2cccnc2)cc(C(=O)OCC)c1,.,-13
Cc1cc2ccccc2n2c(SCC(=O)Nc3ccc(S(=O)(=O)N4CCCCC4)cc3)nnc12,.,5
CC(=O)N1CCN(C(=S)c2ccc(Cl)cc2)CC1,.,1
COC(=O)[C@]1(Cc2ccccc2)NC=C(C(=O)c2ccccc2)[C@@H]1c1cccs1,-1,.
COc1cccc(CNC(=O)[C@H]2CCCN2C(=O)[C@H]2CCCN2C(=O)c2ccc(F)c(C(F)(F)F)c2)c1,3,.
CC(C)(C)[S@](=O)N1Cc2cc(C(=O)N3CCCCC3)nc(-c3cccc(C4=CCCC4)c3)c2[C@@H]1CCO,-5,.
CC(C)N(Cc1ccccc1)S(=O)(=O)c1n[nH]c(C(C)(C)C)n1,3,.
COc1ccc2c3c([nH]c2c1)[C@@H](CO)N(Cc1ccncc1)CC31CCN(C(=O)Cc2ccncc2)CC1,-7,.
COc1ccc(S(=O)(=O)N2CCCc3nc(-c4ccc(F)cc4)ccc32)cc1,2,.
CCc1ccc2c(c1)C(=O)C(=O)N2CC(=O)Nc1ccc(NC(=O)c2ccccn2)cc1,1,.
COC(=O)C1=C(C)N(Cc2ccccc2C(F)(F)F)C(=NCc2ccc(C(F)(F)F)cc2)NC1c1cccc(C(F)(F)F)c1 (stereo not drawn),4,.
Cc1cc(C)n2c(Nc3c(C)cccc3C)c(-c3ccccn3)nc2n1,0,.
Nc1nc(=O)n(C2CCC(CO)O2)cc1F (stereo not drawn),2,.
CC(C)(C)OC(=O)N1CCC[C@@H]1C(=O)N1CCC[C@@H]1C(=O)NCc1ccccc1,-3,.
O=S(=O)(c1cccs1)N1CCCc2nc(-c3ccccc3)ccc21,-2,.
CNC(=O)C1CCC(=O)N1Cc1c[nH]c2ccccc12 (stereo not drawn),1,.
Cc1cccc(NC2=NC(=S)N(c3cccc(C(=O)O)c3)C23CCCCC3)c1,4,.

# Assay outcomes deposited in PubChem by Broad Institute.
